CYP2C19 inhib = blocks human cytochrome P450 2C19 | inhibition, % at 5 µM | P33261 | CYP2C19 Supersomes, luciferin-H EGE luminescence, 30 min | AID 778 | actives 21% (n = 96,000);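 active means CYP2C19 inhibition above a set limit at 5 µM in the primary screen, cut at about 50% in these data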;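 further: plate controls were negative control wells for no effect and 2.5 mM tranylcypromine positive control for full effect; values of inactives mirror those of a sister screen read the other way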
Target sequence (P33261 whole entry, looked up): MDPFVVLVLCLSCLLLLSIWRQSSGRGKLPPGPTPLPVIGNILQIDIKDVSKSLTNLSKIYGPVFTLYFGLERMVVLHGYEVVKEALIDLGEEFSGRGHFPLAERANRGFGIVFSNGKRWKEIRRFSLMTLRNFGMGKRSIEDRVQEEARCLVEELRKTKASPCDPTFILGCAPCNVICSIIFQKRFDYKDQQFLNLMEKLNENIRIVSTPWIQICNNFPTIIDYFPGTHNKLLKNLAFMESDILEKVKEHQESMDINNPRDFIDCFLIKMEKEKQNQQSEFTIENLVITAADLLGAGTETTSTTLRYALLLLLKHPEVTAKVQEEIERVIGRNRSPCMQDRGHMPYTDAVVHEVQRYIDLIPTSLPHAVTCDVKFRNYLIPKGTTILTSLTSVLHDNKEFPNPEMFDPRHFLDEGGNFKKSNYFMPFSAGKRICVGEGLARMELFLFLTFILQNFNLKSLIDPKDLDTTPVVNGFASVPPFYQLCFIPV
PostGolgi ctrl = inhibits growth of the yeast control strain. efflux-deficient yeast background strain, growth absorbance A615, 16 h. inhibition, % at 10 µM. actives 5% (n = 98,000)
CYP2C19 activ = activators of human cytochrome P450 2C19; recombinant CYP2C19, luciferin-H EGE luminescence; stronger effect = higher value; 0 = fully inhibited enzyme, 1 = untreated enzyme; activation factor at 5 µM; 96,000 tested, under 10 active; AID 1025; P33261;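 active means activation factor of at least 2 at 5 µM in the primary screen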;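 further: 0 = wells with 2.5 mM tranylcypromine and 1 = vehicle-only wells; values of inactives mirror those of a sister screen read the other way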
sEH inh = inhibitors of human soluble epoxide hydrolase; inhibition, % at 2 µM; P34913; actives 0.34% (n = 91,000); AID 707; recombinant human sEH enzymatic activity assay; in the data active means inhibition above about 80%; further: values of inactives mirror those of a sister screen read the other way; many of its hits are not listed in these tables
PostGolgi yeast = growth inhibition of a yeast mutant, post-Golgi transport screen; post-Golgi transport phenotypic cell assay; inhibition, % at 10 µM; actives 0.9% (n = 98,000);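 further: yeast cells grown in 1536-well plates; yeast grown about 18 h at 30C before absorbance read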
S1P2 blocker = S1P2 (human) receptor antagonism | inhibition, % at 5 µM | actives 0.21% (n = 97,000) | O95136 | cell-based S1P2 antagonist assay, inhibition at 5 uM; in the data active means inhibition above about 45%;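 further: CRE beta-lactamase reporter cells expressing human S1P2 stimulated with S1P; 0% = agonist at EC80 alone and 100% = agonist plus reference antagonist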
Target sequence (O95136 whole entry, looked up): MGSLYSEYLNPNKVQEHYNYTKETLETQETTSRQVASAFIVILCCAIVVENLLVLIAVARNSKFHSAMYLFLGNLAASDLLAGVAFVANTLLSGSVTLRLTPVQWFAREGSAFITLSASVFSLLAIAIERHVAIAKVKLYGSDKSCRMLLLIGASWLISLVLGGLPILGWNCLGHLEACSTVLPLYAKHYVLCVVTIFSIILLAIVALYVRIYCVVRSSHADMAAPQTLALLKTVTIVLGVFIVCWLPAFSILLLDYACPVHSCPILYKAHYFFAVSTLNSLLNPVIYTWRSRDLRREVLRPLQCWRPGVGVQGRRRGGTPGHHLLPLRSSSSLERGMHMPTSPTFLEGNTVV
DAT uptake mod = modulates human dopamine transporter uptake under cocaine; B-score at 10 µM; LLC-PK1 hDAT cells, [14C]-dopamine uptake with cocaine IC80; actives deviate in either direction; AID 449768; actives 1.3% (n = 110,000);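 active means Z score or B-score, a plate-position-corrected score, falls beyond the plate's 99.7% confidence bounds, in either direction; inactive means both scores lie inside the 99.7% bounds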;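 further: scored against the spread of the other compound wells on the same plate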
sEH act = activators of human soluble epoxide hydrolase. P34913. purified human sEH enzymatic activity, activator screen. activation, % at 2 µM. actives 0.04% (n = 91,000); in the data active means activation above about 37%; further: values of inactives mirror those of a sister screen read the other way
S1P2 agonist = S1P2 (human) receptor agonism; S1P2-expressing cell line, agonist reporter read-out; activation, % at 4.5 µM; O95136; actives 0.46% (n = 97,000); AID 729; in the data active means activation above about 16%;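 further: 0% = vehicle low control and 100% = maximal reference agonist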
* marks the source's active call; other numbers are inactive results; nt = not tested or not shown. Unless noted, no stated cut-off is given here; in the data, active means inhibition above about 30%; inactive means the rest.

SMILES,CYP2C19 inhib,PostGolgi ctrl,CYP2C19 activ,sEH inh,PostGolgi yeast,S1P2 blocker,DAT uptake mod,sEH act,S1P2 agonist
O=C(c1cnccn1)N1CCN(S(=O)(=O)c2ccc3ccccc3c2)CC1,95*,-4,0.1,-4,15,0,0.042,3,-2
O=c1cc(-c2ccco2)oc2ccc(Cl)cc12,2,10,1,1,-5,-10,0.047,-1,-4
O=C1C2CCCN2C(c2ccccc2F)N1c1ccc(Cl)cc1 (centres undefined),12,0,0.9,nt,-7,10,0.33,nt,-7
COc1ccc(CCn2c(C)cc(C(=O)CSc3nnnn3-c3ccccc3)c2C)cc1,16,3,0.8,-4,-6,3,-0.0051,3,-7
C=CCc1cccc(OC)c1OCCOCCNCCO,4,-6,1,-4,-2,-3,-1.4,4,-3
CCOc1ccc(Nc2oc(-c3cccc(Cl)c3)nc2C#N)cc1,4,-2,1,-2,0,-28,-0.057,4,-7
CC(C)c1[nH]c(=O)c(C#N)c2c1CSC(C)(C)C2,71*,-2,0.3,0,13,-17,-0.56,2,-7
CN(C)S(=O)(=O)c1ccc(C(=O)Nc2ccc(Cl)cc2)cc1,14,16,0.9,-1,2,14,1.2,0,-5
COc1ccc(CN(C)C(c2ccccc2)c2nnnn2-c2ccccc2C)c(OC)c1C (centres undefined),94*,17,0.1,5,-4,-13,0.29,-6,-1
COc1ccccc1CNC(=O)C1CC(=O)N(C2CCCC2)C1 (centres undefined),0,6,1,3,-2,-1,0.01,-3,-5
COc1ccc(OC(C)C(=O)N2CCN(c3ccccn3)CC2)cc1 (centres undefined),21,3,0.8,4,2,-2,nt,0,-5
Cn1nc(C(=O)NCc2ccccc2)c2ccccc2c1=O,58*,-8,0.4,-3,12,12,1.1,2,-3
Cc1nc(N2CCN(C(=O)c3ccco3)CC2)c2c3c(sc2n1)CCCC3,nt,nt,nt,-5,nt,-3,1.2,11,-8
CCOC(=O)c1c(CC(C)C)csc1NC=O,22,16,0.8,3,14,3,1,-4,-3
O=C(CN(Cc1ccc(Cl)c(Cl)c1)S(=O)(=O)c1ccccc1)N/N=C\c1ccc2c(c1)OCO2,19,10,0.8,13,3,4,-0.83,-12,-6
CSCC[C@H](NC(=O)OC(C)(C)C)c1nnc(SCC=C(C)C)o1,51*,-7,0.5,5,-2,-8,0.82,-6,-1
CCCCCC(=O)N1CC2(C)CN(C(=O)CCCCC)CC(C)(C1)C2=O,4,9,1,8,-3,-38,-0.39,-7,1
COc1ccc(-c2cc(C(F)F)n3ncc(C(=O)N4CCN5CCCC5C4)c3n2)cc1 (centres undefined),32,-3,0.7,22,2,8,1,-20,-4
CCOc1ccccc1N1CCN(C(=O)Nc2ccc(Cl)c(Cl)c2)CC1,23,5,0.8,48,-11,20,nt,-47,-4
COCCOC(=O)C1=C(C)N=C2SCCC(=O)N2C1c1ccc(C(=O)OC)cc1 (centres undefined),98*,-1,0,1,-6,-2,1.6,1,-4
CCc1cccc2c(=O)c(C(=O)NCCN3CCOCC3)c[nH]c12,-14,5,1.1,7,20,3,-0.5,-6,-4
O=C(COC(=O)c1ccc(Br)o1)NCc1cccs1,67*,-7,0.3,10,0,-11,0.27,-8,-8
NC(=O)C1CCN(C(=O)OCc2ccccc2)CC1,38,7,0.6,-13,7,-1,0.014,13,-5
CCOc1ccccc1NC(=O)NS(=O)(=O)c1ccc(C)cc1,20,2,0.8,2,20,-28,-1.7,-4,-2
O=C(CC1CCCC1)OCn1nnc2ccccc2c1=O,23,3,0.8,nt,9,nt,-0.17,nt,nt
CC(=O)C1=C(C)OC(N)=C(C#N)C1c1ccco1 (centres undefined),36,3,0.6,6,-7,-13,-1.4,-4,-2
CCn1c(CNC(=O)c2ccco2)nnc1SCC(=O)Nc1ccc(Br)cc1F,nt,nt,nt,1,nt,-5,0.34,2,-4
CCCc1cc(=O)[nH]c(SCC(=O)N(Cc2ccccc2)C(C)C)n1,68*,7,0.3,nt,-5,18,0.21,nt,-4
Cc1cc(C)cc(OCc2nnc(SCC(=O)N3CCN(c4ccccc4)CC3)o2)c1,39,16,0.6,8,-4,-10,-0.97,-8,-5
CCOC(=O)N(Cc1ccccc1)C(C(=O)O)C(C(=O)O)N(Cc1ccccc1)C(=O)OCC (centres undefined),12,3,0.9,-26,-7,-7,0.085,24,-1

Four of the compounds above, as labelled records:
compound: NC(=O)C1CCN(C(=O)OCc2ccccc2)CC1
  CYP2C19 inhib = 38	PostGolgi ctrl = 7	CYP2C19 activ = 0.6	sEH inh = -13	PostGolgi yeast = 7	S1P2 blocker = -1	DAT uptake mod = 0.014	sEH act = 13	S1P2 agonist = -5
compound: CCOc1ccccc1NC(=O)NS(=O)(=O)c1ccc(C)cc1
  CYP2C19 inhib = 20	PostGolgi ctrl = 2	CYP2C19 activ = 0.8	sEH inh = 2	PostGolgi yeast = 20	S1P2 blocker = -28	DAT uptake mod = -1.7	sEH act = -4	S1P2 agonist = -2
compound: O=C(CC1CCCC1)OCn1nnc2ccccc2c1=O
  CYP2C19 inhib = 23	PostGolgi ctrl = 3	CYP2C19 activ = 0.8	sEH inh = nt	PostGolgi yeast = 9	S1P2 blocker = nt	DAT uptake mod = -0.17	sEH act = nt	S1P2 agonist = nt
compound: CC(=O)C1=C(C)OC(N)=C(C#N)C1c1ccco1 (centres undefined)
  CYP2C19 inhib = 36	PostGolgi ctrl = 3	CYP2C19 activ = 0.6	sEH inh = 6	PostGolgi yeast = -7	S1P2 blocker = -13	DAT uptake mod = -1.4	sEH act = -4	S1P2 agonist = -2

Four entries from above in another layout:
NC(=O)C1CCN(C(=O)OCc2ccccc2)CC1
  CYP2C19 inhib = 38; PostGolgi ctrl = 7; CYP2C19 activ = 0.6; sEH inh = -13; PostGolgi yeast = 7; S1P2 blocker = -1; DAT uptake mod = 0.014; sEH act = 13; S1P2 agonist = -5
CCn1c(CNC(=O)c2ccco2)nnc1SCC(=O)Nc1ccc(Br)cc1F
  CYP2C19 inhib = nt; PostGolgi ctrl = nt; CYP2C19 activ = nt; sEH inh = 1; PostGolgi yeast = nt; S1P2 blocker = -5; DAT uptake mod = 0.34; sEH act = 2; S1P2 agonist = -4
CCCCCC(=O)N1CC2(C)CN(C(=O)CCCCC)CC(C)(C1)C2=O
  CYP2C19 inhib = 4; PostGolgi ctrl = 9; CYP2C19 activ = 1; sEH inh = 8; PostGolgi yeast = -3; S1P2 blocker = -38; DAT uptake mod = -0.39; sEH act = -7; S1P2 agonist = 1
CSCC[C@H](NC(=O)OC(C)(C)C)c1nnc(SCC=C(C)C)o1
  CYP2C19 inhib = 51*; PostGolgi ctrl = -7; CYP2C19 activ = 0.5; sEH inh = 5; PostGolgi yeast = -2; S1P2 blocker = -8; DAT uptake mod = 0.82; sEH act = -6; S1P2 agonist = -1

The list goes on.
SMILES,CYP2C19 inhib,PostGolgi ctrl,CYP2C19 activ,sEH inh,PostGolgi yeast,S1P2 blocker,DAT uptake mod,sEH act,S1P2 agonist
Cn1c(=O)c2c(nc(N3CCN(Cc4ccccc4)CC3)n2CCCc2ccccc2)n(C)c1=O,68*,25,0.3,10,1,7,0.21,-11,-3
Brc1ccc2c(c1)OCCOCCOc1cc(Br)ccc1OCCOCCOCCO2,88*,68*,0.1,-2,0,34,-0.46,5,-7
CC1CCc2nn(CC(=O)NC3CCCC(C)C3C)cc2C1 (centres undefined),2,17,1,nt,7,nt,-0.016,nt,nt
O=C(NCc1ccco1)c1ccc(Br)c(S(=O)(=O)N2CCCCC2)c1,34,-9,0.7,12,10,-5,1.1,-11,-5
CCC(=O)Nc1ccnc(-c2cccnc2)n1,65*,6,0.4,5,19,-2,0.28,-3,-6
COc1ccc2c(COC(=O)c3n[nH]c4ccccc34)cc(=O)oc2c1,17,20,0.8,-4,13,16,-0.26,2,-4
COc1ccccc1C(=O)NCc1ccc2c(c1)OCO2,95*,-5,0,nt,-3,nt,0.38,nt,nt
CCOC(=O)Nc1oc2ccccc2c(=O)c1CN1CCOCC1,1,6,1,9,-5,-8,0.92,-12,-8
CC(C)C[C@H](NC(=O)Nc1cccc(Cl)c1)C(=O)O,4,-3,1,-2,-1,8,-0.19,0,-2
O=C(CNc1ccccc1)Nc1ccc(F)cc1,56*,3,0.4,-15,-2,22,-0.23,13,-6
O=C(Nc1ccc(S(=O)(=O)Nc2ncccn2)cc1)c1ccc(Br)s1,0,1,1,-3,1,2,-1.2,1,-8
O=C(NCCc1cccc(F)c1)[C@@H]1CSC2c3ccccc3C(=O)N21 (some centres undefined),21,7,0.8,-4,4,26,0.078,4,-2
CSc1nnc(N(CCC#N)CCC#N)s1,-7,-4,1.1,-9,-11,14,-0.34,9,2
CCOC(=O)N=S(N)(=O)c1ccc(Cl)cc1 (centres undefined),32,-4,0.7,-6,12,-9,0.83,6,0
Cn1cccc1Cc1nnc(SCC(=O)N2CCCCCC2)n1-c1ccc(F)cc1,17,-1,0.8,-17,-7,2,1.1,21,-3
CCN(CC)C(=O)c1ccc(C(=O)c2ccccc2)cc1,13,0,0.9,-13,4,-5,0.7,9,-8
CC1CCc2sc(C(=O)Nc3nnc(SCc4ccc(F)cc4)s3)cc2C1 (centres undefined),30,3,0.7,4,1,4,0.052,-6,1
CCOC(=O)c1c(CC(C)C)csc1NC(C)=O,44,15,0.6,-6,-5,-22,-0.035,7,-3
COCCNC(=O)C(OC(=O)CC1Sc2ccccc2NC1=O)c1ccncc1 (centres undefined),83*,22,0.2,-10,1,-18,-1.1,11,-5
COC(=O)C1CCN(Cc2cc(=O)oc3cc(OC)ccc23)CC1,30,4,0.7,-8,4,23,-0.095,9,-9
CN1CCN(S(=O)(=O)c2cccc(S(=O)(=O)c3ccc(Cl)c(Cl)c3)c2)CC1,nt,13,nt,4,8,13,0.027,-4,-2
O=C1c2cccc3c(Nc4ccccc4Cl)c([N+](=O)[O-])cc(c23)C(=O)N1CCO,14,17,0.9,-6,45*,-19,-0.61,5,6

Screening results as filed in PubChem.
